High-throughput results from PubChem.
Arr AP2 block – human beta-arrestin and AP2 interaction inhibition | hit rate 0.31% among 340,000 | FITC-arrestin peptide / GST-AP2 beads, flow cytometry; AP2 beta2 appendage carries R879A mutation | AID 504490 | inhibition, % at 10 µM;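 active means inhibition above a set limit, near 3 SD of compounds lacking own fluorescence, cut at about 54% in these data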;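 further: plate controls were DMSO wells for no effect and 5 µM unlabelled arrestin peptide for full effect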
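System: GST-tagged AP2 beta2-adaptin appendage (R879A) on 4 µm glutathione beads / Reagent: FITC-arrestin peptide, 50 nM / Detection: HyperCyt-sampled flow cytometry, FL1 channel, ex 488/em 535 nm / Timing: 12 min plus 1 h, RT / Buffer or medium: PBS plus Tween 20 (0.05%) and BSA (0.1%)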
V-ATPase pHluor – yeast V-ATPase proton transport regulation by pHLuorin. S. cerevisiae, pHLuorin cytosolic pH fluorescence. response, % at 10 µM. hit rate 0.37% among 350,000. AID 504577; in the data active means response mostly above about 7.3%, no sharp cut-off; inactive means mostly below about 5.4%; further: actives read high; inactives centre near 0; some compounds called inactive have numbers as strong as hits; reference of the scale not given here
HTR5A ag – activates human HTR5A in OPRM1-OPRD1 agonist counter-screen | HTR5A agonist assay, luminescence, cell-based | P47898 | hit rate 0.61% among 340,000 | activation, % at 9.3 µM | AID 504692; in the data active means activation mostly above about 9.5%, no sharp cut-off; inactive means mostly below about 7.6%;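 further: 0% = cells with vehicle only and 100% = reference agonist; strong numbers were not always called active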
Target sequence (P47898 whole entry, looked up): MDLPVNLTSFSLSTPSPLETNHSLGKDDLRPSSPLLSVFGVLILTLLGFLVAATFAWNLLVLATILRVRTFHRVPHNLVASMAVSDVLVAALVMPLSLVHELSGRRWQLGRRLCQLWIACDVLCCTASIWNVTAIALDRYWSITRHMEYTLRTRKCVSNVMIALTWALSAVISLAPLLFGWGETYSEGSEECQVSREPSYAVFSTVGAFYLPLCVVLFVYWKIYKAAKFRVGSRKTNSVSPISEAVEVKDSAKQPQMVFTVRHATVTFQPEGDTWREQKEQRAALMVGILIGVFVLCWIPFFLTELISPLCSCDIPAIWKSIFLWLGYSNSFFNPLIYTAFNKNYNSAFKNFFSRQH
PKA-R2B activ – activates the human PKA-R2B holoenzyme complex | P22694+P31323 | hit rate 0.079% among 340,000 | PKA-R2B holoenzyme dissociation, Cy5-IP20 fluorescence polarization; R2B truncated from residue 108, S112A mutant; 0% DMSO only, 100% 113 µM cGMP | activation, % at 11.4 µM;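 active means activation above a cutoff set at the mean over all compounds plus 3 SD, cut at about 18% in these data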;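 further: higher means more holoenzyme dissociation and a rise in polarization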
Target sequence (P31323 whole entry, looked up, other chains not shown, the tested form may be a part): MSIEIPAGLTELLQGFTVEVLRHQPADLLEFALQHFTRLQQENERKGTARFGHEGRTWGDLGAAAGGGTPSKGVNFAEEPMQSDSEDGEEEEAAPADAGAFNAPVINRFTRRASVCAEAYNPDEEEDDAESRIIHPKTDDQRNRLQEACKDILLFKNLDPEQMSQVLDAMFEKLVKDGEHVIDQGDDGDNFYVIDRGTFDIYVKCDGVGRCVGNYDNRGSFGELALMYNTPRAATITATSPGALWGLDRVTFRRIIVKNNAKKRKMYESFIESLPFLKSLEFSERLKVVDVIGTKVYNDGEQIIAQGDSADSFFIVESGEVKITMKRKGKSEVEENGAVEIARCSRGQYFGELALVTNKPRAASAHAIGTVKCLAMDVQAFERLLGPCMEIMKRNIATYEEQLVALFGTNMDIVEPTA
Pemphigus Ab inh – human desmoglein-3 autoantibody binding inhibition. hit rate 0.48% among 310,000. DSG3-coupled beads, scFv-anti-DSG3-GFP binding, flow cytometry; hits give low values. binding (percent of control), % at 10 µM. P32926;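 active means binding more than 3 SD below its plate's average and above zero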;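 further: hits lower antibody fragment binding to DSG3; some compounds called inactive have numbers as strong as hits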
HTR5A inv ctr – counter-screen for OPRM1-OPRD1 inverse agonists: human HTR5A inverse agonism; inhibition, % at 9.3 µM; hit rate 0.083% among 340,000; HTR5A cell line, luminescence; P47898; in the data active means inhibition mostly above about 23%, no sharp cut-off; inactive means mostly below about 18%;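 further: 0% = cells with DMSO and 100% = no-cell wells with DMSO; some compounds called inactive have numbers as strong as hits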
PKA-R1A act – activators of PKA-R1A complex; PKA-R1A dissociation, Cy5-IP20 fluorescence polarization; scaled: DMSO 0%, 113 µM cGMP 100%; activation, % at 11.4 µM; hit rate 0.083% among 340,000; AID 504707;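 active means percent activation above the mean of all tested compounds plus 3 SD, cut at about 19% in these data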;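 further: higher means more PKAc released from R1A so a rise in polarization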
MOR-DOR inv ag – inverse agonists of human mu-delta opioid receptor heterodimerization. cell-based MOR-DOR heterodimer luminescence, inverse agonism. P35372+P41143. hit rate 0.21% among 340,000. inhibition, % at 9.3 µM; in the data active means inhibition above about 22%, passing the limit was not always enough;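 further: 0% = cells with DMSO and 100% = wells without cells with DMSO; values of inactives mirror those of a sister screen read the other way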
DAGLB inhibitor – blocks human DAGLB lipase activity | Q8NCG7 | HEK293T DAGLB membrane lysate, EnzChek fluorogenic substrate | inhibition, % at 5.17 µM | hit rate 0.059% among 340,000; in the data active means inhibition above about 34%;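 further: 0% = enzyme with vehicle and 100% = wells lacking enzyme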
OPRM1-OPRD1 ag – agonists of human mu-delta opioid receptor heterodimerization | hit rate 0.3% among 340,000 | activation, % at 9.3 µM | cells, OPRM1-OPRD1 heterodimerization, luminescence; in the data active means activation above about 18%;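 further: 0% = vehicle-treated cells and 100% = reference agonist; values of inactives mirror those of a sister screen read the other way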
Starred values were filed as active, the others as inactive; x = no result given.

SMILES | Arr AP2 block | V-ATPase pHluor | HTR5A ag | PKA-R2B activ | Pemphigus Ab inh | HTR5A inv ctr | PKA-R1A act | MOR-DOR inv ag | DAGLB inhibitor | OPRM1-OPRD1 ag
CC(C)(C)c1nnc(NC(=O)CCn2cnc3ccccc3c2=O)s1 | 9 | 3 | 3 | -22 | 103 | -7 | 4 | 12 | 0 | -2.4
CCOc1ccc2ccccc2c1/C=N/NC(=O)c1ccc(C)nc1 | 2 | -1 | 3 | 5 | 100 | -12 | -1 | 17 | -1 | -3.3
COC(=O)C1=CN(c2ccc(F)cc2)C=C(C(=O)OC)C1c1cccc([N+](=O)[O-])c1 | 13 | -2 | -1 | -3 | 85 | 5 | -3 | 15 | -3 | -3.0
C=CCn1ccc(O)c(Cc2ccc(Cl)cc2)c1=O | 11 | -1 | 5 | -4 | 94 | -21 | -1 | 18 | 0 | -3.2
Cc1ccc([C@H]2C(C(=O)O)=CC[C@@H](c3ccc(Cl)cc3)N2S(=O)(=O)c2ccc(C)cc2)cc1 | 7 | 2 | -1 | -10 | 113 | 5 | 11 | 1 | 3 | -0.3
COCCNC(=O)C(=O)NCC1OCCN1S(=O)(=O)c1cc(F)ccc1F (configuration not stated) | -4 | 0 | -1 | -5 | 101 | 13 | -5 | 12 | -1 | -2.2
CCOC(=O)COc1c(OC)cc(Cl)cc1C1NC(=O)NC(C)=C1C(C)=O (configuration not stated) | -2 | 2 | 2 | 0 | 95 | 4 | -7 | 7 | -2 | -1.3
CCCC1S/C(=N/N=C/c2cccs2)NC1=O (configuration not stated) | -5 | 1 | 0 | -6 | 102 | 2 | 3 | 12 | 2 | -2.7
O=c1cc(-c2ccco2)oc2c1ccc1ccccc12 | 1 | 0 | -3 | -11 | 107 | -24 | 9 | 5 | -3 | -0.8
Cc1ccc(C)c(NC(=O)N2CCCCCC2)c1 | 24 | -1 | 1 | -2 | 102 | -16 | 6 | 21 | 0 | -3.8
Cc1cc(NC(=O)c2ccc(C#N)cc2)n(-c2ccccn2)n1 | -14 | 2 | -2 | -6 | 107 | 5 | -11 | 8 | 0 | -1.7
Cc1cc(C)c(C(CC(=O)c2cccs2)C(C#N)C#N)c(C)c1 (configuration not stated) | -1 | 1 | 10 | 5 | 105 | -12 | -4 | -2 | 12 | 0.3

The closing three compounds of the part before are carried over, then new ones follow:
SMILES | Arr AP2 block | V-ATPase pHluor | HTR5A ag | PKA-R2B activ | Pemphigus Ab inh | HTR5A inv ctr | PKA-R1A act | MOR-DOR inv ag | DAGLB inhibitor | OPRM1-OPRD1 ag
Cc1ccc(C)c(NC(=O)N2CCCCCC2)c1 | 24 | -1 | 1 | -2 | 102 | -16 | 6 | 21 | 0 | -3.8
Cc1cc(NC(=O)c2ccc(C#N)cc2)n(-c2ccccn2)n1 | -14 | 2 | -2 | -6 | 107 | 5 | -11 | 8 | 0 | -1.7
Cc1cc(C)c(C(CC(=O)c2cccs2)C(C#N)C#N)c(C)c1 (configuration not stated) | -1 | 1 | 10 | 5 | 105 | -12 | -4 | -2 | 12 | 0.3
O=C(CSc1nnc(SCc2ccc(Cl)cc2)s1)N/N=C/c1c(Cl)cccc1Cl | -5 | -1 | 2 | 6 | 108 | -3 | -4 | -5 | -4 | 1.2
O=C(Nc1cccc(CNCCc2c[nH]c3ccccc23)c1)c1ccccc1Cl | 0 | 6 | 2 | -6 | 110 | -8 | 2 | -21 | 3 | 4.1
COc1ccc(-c2nc(CS(=O)(=O)CC(=O)NC3CCCCCC3)c(C)o2)cc1 | 1 | -2 | -1 | 0 | 107 | -34 | 5 | -4 | -4 | 0.7
CCOC(=O)C1(C)C=C(Nc2cccc(OC)c2)C(=O)N1c1ccccc1 (configuration not stated) | 6 | -1 | 3 | -2 | 101 | 3 | -2 | -16 | -2 | 3.0
N#C/C(=C\c1ccc(Cl)cc1Cl)c1n[nH]c(Cn2cncn2)n1 | -7 | 3 | 2 | 4 | 104 | -6 | -7 | 10 | 2 | -1.8
CCOC(=O)N1CCN(S(=O)(=O)c2cccc3cccnc23)CC1 | 11 | -5 | 5 | -1 | 100 | -15 | -3 | 0 | 3 | 0.1
COc1ccc(CNS(=O)(=O)c2ccc3c(c2)CCN3C(=O)C2CC2)cc1 | -5 | 8 | -5 | 7 | 101 | 12 | -6 | -15 | 1 | 2.4
COc1ccc(OC)c2nc(-c3cccnc3)ccc12 | 37 | 1 | 2 | 4 | 116 | -5 | -3 | -2 | -1 | 0.5
O=C(NCCOc1ccccc1)C1=CC=CN2CCS(=O)(=O)N=C12 | -1 | 1 | -4 | -2 | 92 | 14 | 1 | 15 | 1 | -2.8
CC(Sc1nccn1C)C(=O)Nc1ccccc1 (configuration not stated) | 5 | 1 | -1 | -9 | 108 | 19 | 14 | -9 | 0 | 2.8
CC(C)CCn1nnnc1C(c1ccc(F)cc1)N1CCC(C(N)=O)CC1 (configuration not stated) | -6 | 2 | -1 | -3 | 101 | 9 | 3 | 13 | -3 | -2.3
CC12CCC(=O)N1C(C(=O)N1CCN(S(=O)(=O)c3ccc(Br)cc3Cl)CC1)CS2 (configuration not stated) | 45 | 2 | -2 | 6 | 97 | 15 | -1 | -5 | 1 | 0.7
Cc1sc2c(c1C)c(=O)n(-c1ccccc1)c1nncn21 | 1 | 1 | -3 | 1 | 98 | -7 | 3 | 13 | 1 | -2.6
COc1cccc(-c2nc(-c3ccc(NC(=O)c4cccnc4)cc3)no2)c1 | 20 | 1 | 6 | 6 | 103 | -16 | 5 | -7 | 0 | 1.4
O=C(CSc1ncc(C(F)(F)F)cc1Cl)N1CCN(S(=O)(=O)c2ccc3ccccc3c2)CC1 | 5 | 0 | 4 | -9 | 99 | 19 | 0 | -10 | -5 | 1.9
O=C(Nc1ccc(Cl)c(Cl)c1)C1CC(=O)N(c2ccc(Br)cc2)C1 (configuration not stated) | 5 | 2 | 10 | -10 | 84 | -7 | -8 | -2 | -5 | 0.4
COc1ccc(NS(=O)(=O)c2cccc(C(=O)NCC3(N4CCOCC4)CCCCC3)c2)cc1 | -9 | 5 | 1 | 3 | 118 | 18 | -8 | 8 | 2 | -1.5
CC(Sc1nnc(C2CC2)n1C1CC1)C(=O)Nc1cccc(S(=O)(=O)N(C)C)c1 (configuration not stated) | 13 | 4 | -1 | -10 | 100 | 5 | -2 | 18 | 0 | -3.3
CCCc1cc(=O)[nH]c(N2CCN(Cc3ccc4c(c3)OCO4)CC2)n1 | -7 | 0 | 0 | -4 | 101 | 2 | -4 | 15 | 1 | -3.2
Cc1ccc(Cn2c(=O)oc3ccccc32)cc1 | 4 | -1 | -1 | -2 | 102 | 3 | -12 | 3 | -6 | -0.6
Nc1nnc(SCC(=O)NC2CCCCCCC2)s1 | 19 | -2 | -5 | 5 | 95 | -42 | -1 | 14 | 2 | -2.7
Cc1ccc(NC(=O)NC(=O)CSc2nnc(-c3ccc(Cl)cc3Cl)n2N)c(C)c1 | 7 | 14* | -2 | -5 | 86 | 0 | 3 | -9 | 0 | 1.7
NNc1nc2c(F)cccc2s1 | -6 | -3 | -1 | 10 | 95 | 2 | 0 | 15 | -2 | -2.6
COc1ccc(OC)c(-n2c(SC)nnc2-c2c[nH]c3ccccc23)c1 | 2 | -1 | 2 | -3 | 104 | 16 | -13 | 2 | 3 | -0.3
CN(c1ccc(O)cc1)S(=O)(=O)c1ccc2ccccc2c1 | 10 | 5 | 0 | -13 | 95 | -16 | -3 | 6 | -1 | -0.9
O=C1C(=O)N(CCO)C(c2ccc(Br)cc2)/C1=C(\O)c1ccccc1 (configuration not stated) | 6 | 7 | 2 | -8 | 112 | -6 | 0 | 15 | -1 | -3.0
COc1ccc(-c2n[nH]c(C(F)(F)F)c2-c2cc3ccccc3o2)c(O)c1 | 24 | -3 | 9 | -10 | 105 | 11 | 1 | -62 | 1 | 11
COc1ccc(C(=O)NCCS(=O)(=O)N(C)Cc2ccccc2)cc1 | -1 | -7 | 0 | -9 | 105 | 1 | 8 | 10 | -1 | -2.0
O=C(Nc1ccc2c(c1)C(=O)OC2)c1ccc(F)cc1F | 24 | 1 | -2 | -4 | x | -8 | 0 | 14 | -2 | -2.9
O=c1[nH]c2ccc(S(=O)(=O)Nc3ccc(-c4nnc5n4CCCCC5)cc3)cc2o1 | 18 | -2 | 1 | 6 | 121 | -2 | 0 | 5 | 1 | -0.9
COc1ccc(NCc2cc(=O)oc3cc(NC(C)=O)ccc23)cc1 | 13 | 1 | 2 | -11 | 114 | -7 | -1 | 9 | 1 | -2.0
CCOC(=O)C1=CSC2=NS(=O)(=O)CCN12 | -7 | 2 | 5 | 3 | 102 | 7 | 8 | 3 | 0 | -0.5
CCOC(=O)C1CCN(C(=O)N2CCOCC2)CC1 | 17 | 5 | 1 | -3 | 100 | 17 | -15 | 5 | -3 | -0.8
CC(/C=C1\SC(=S)N(C(C(=O)O)C(C)C)C1=O)=C\c1ccccc1 (configuration not stated) | 1 | -1 | -3 | -3 | 99 | -14 | 0 | 20 | 13 | -4.1
COc1ccc(OC)c(NC(=O)Cc2coc3cc(C)cc(C)c23)c1 | 7 | 2 | 3 | 4 | 108 | -8 | 5 | 0 | -8 | 0.0
CCN(C(=O)COC(=O)C1CC1C)c1c(N)n(Cc2ccccc2)c(=O)[nH]c1=O (configuration not stated) | -10 | 1 | 3 | -1 | 101 | -8 | 2 | 4 | 0 | -0.5
C[C@@]12C(=O)N(Cc3ccco3)CC(=O)N1[C@H]1c3cc(Cl)ccc3OC[C@@H]1[C@@H]2c1ccccc1 | 0 | 2 | 0 | -6 | 102 | 1 | -7 | 10 | -5 | -1.7
CN=c1scc(-c2ccccc2F)n1/N=C(\C)c1cccnc1 | 6 | 2 | 3 | -6 | 106 | -7 | -16 | 8 | -1 | -1.4
CC1CCc2c(C(=O)NCC3CCCO3)csc2C1 (configuration not stated) | -4 | -2 | -2 | 3 | 99 | -18 | -9 | -4 | -1 | 0.8
Cc1cccn2c(=O)c3cc(C(=O)NC4CCCCC4)sc3nc12 | 27 | -8 | 6 | -7 | 97 | -17 | 4 | 19 | -2 | -3.6
Cc1ccc2[nH]cc(CCNC(=O)C3CCCO3)c2c1 (configuration not stated) | 6 | 3 | 11* | 1 | 105 | -42 | 0 | -1 | -3 | 0.3
CCOc1ccc(C(=O)COC(=O)C2CCN(c3ccc(C(F)(F)F)cn3)CC2)cc1 | 3 | 2 | 4 | 1 | 100 | -5 | 4 | -6 | -5 | 0.9
O=S(=O)(NCc1ccccn1)c1ccccc1 | 2 | 0 | 9 | -2 | 105 | -23 | -5 | 6 | 1 | -1.4
CC(C)N1CCN(Cc2ccncc2)CC1CCO (configuration not stated) | 30 | -2 | 3 | -9 | 101 | -9 | -2 | -1 | -5 | 0.1
CCn1c(CSc2ncccn2)nnc1SCC(=O)N1CCCCC1 | 30 | 9 | -2 | 7 | 103 | 5 | -4 | 12 | 0 | -2.4
